From PubChem
LYPLA2 inh = counter-screen for PME1 inhibitors: inhibitors of human LYPLA2; O95372; recombinant LYPLA2, FP-Rh probe fluorescence polarization; inhibition, % at 5.9 µM; 320,000 compounds, 0.38% hits; AID 2177;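 active = inhibition above the screen-wide mean plus 3 SD, limit set per campaign, cut at about 26% in these data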;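 note: 0% = LYPLA2 with DMSO and 100% = wells lacking LYPLA2 enzyme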
LYPLA1 inh = LYPLA1 (human) inhibition in PME1 counter-screen; AID 2174; 320,000 compounds, 0.16% hits; recombinant LYPLA1, FP-Rh probe fluorescence polarization; inhibition, % at 5.9 µM;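 active = inhibition above the mean of all tested compounds plus 3 SD, set per campaign, cut at about 14% in these data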;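 note: inhibitors block serine hydrolase probe labeling of LYPLA1 so polarization falls; 0% = enzyme with DMSO and 100% = wells lacking LYPLA1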
PAFAH1B3 inh = blocks human PAF acetylhydrolase 1B catalytic subunit 3 | Q15102 | inhibition, % at 3.39 µM | recombinant PAFAH1B3, FP-rhodamine probe, fluorescence polarization | 340,000 compounds, 0.28% hits;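 active = inhibition above the screen-wide average of all tested compounds plus 3 SD, cut at about 25% in these data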;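 note: 0% = enzyme with DMSO only and 100% = wells lacking PAFAH1B3 protein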
pPAFAH FP inh = pPAFAH (human) enzyme inhibition; AID 463082; recombinant pPAFAH, FP-rhodamine probe fluorescence polarization; inhibition, % at 3.39 µM; 330,000 compounds, 1.5% hits;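 active = inhibition above the mean inhibition across the screen plus 3 SD, cut at about 25% in these data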;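 note: inhibitors block binding of the rhodamine activity-based probe so polarization drops; 0% = enzyme with DMSO and 100% = wells lacking pPAFAH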
Target sequence (Q13093 whole entry, looked up): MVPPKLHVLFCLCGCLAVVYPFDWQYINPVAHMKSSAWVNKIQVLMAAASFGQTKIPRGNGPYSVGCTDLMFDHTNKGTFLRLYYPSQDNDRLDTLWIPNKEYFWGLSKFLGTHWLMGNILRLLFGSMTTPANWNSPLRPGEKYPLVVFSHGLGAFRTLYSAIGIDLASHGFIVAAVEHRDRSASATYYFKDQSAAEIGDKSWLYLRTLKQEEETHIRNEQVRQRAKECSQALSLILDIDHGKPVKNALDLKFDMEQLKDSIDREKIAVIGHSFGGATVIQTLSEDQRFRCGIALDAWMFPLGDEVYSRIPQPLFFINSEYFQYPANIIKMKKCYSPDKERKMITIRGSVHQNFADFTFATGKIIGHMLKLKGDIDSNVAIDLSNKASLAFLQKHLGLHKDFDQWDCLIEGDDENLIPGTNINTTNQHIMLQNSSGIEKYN
PREPL inh = inhibits the human prolyl oligopeptidase-like enzyme. 320,000 compounds, 0.68% hits. inhibition, % at 5.96 µM. AID 2751. recombinant PREPL, fluorescence polarization activity-based probe; in the data active = inhibition above about 43%;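 note: 0% = enzyme with DMSO and 100% = wells lacking enzyme; many of its hits are not listed in these tables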
GSTO1 inh = blocks human GSTO1 in RBBP9 counter-screen | recombinant GSTO1, activity-based probe fluorescence polarization | 300,000 compounds, 1.1% hits | P78417 | inhibition, % at 5.96 µM;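 active = inhibition above the campaign mean inhibition plus 3 SD, cut at about 35% in these data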;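 note: 0% = GSTO1-1 with DMSO and 100% = wells lacking GSTO1-1 enzyme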
Target sequence (P78417 whole entry, looked up): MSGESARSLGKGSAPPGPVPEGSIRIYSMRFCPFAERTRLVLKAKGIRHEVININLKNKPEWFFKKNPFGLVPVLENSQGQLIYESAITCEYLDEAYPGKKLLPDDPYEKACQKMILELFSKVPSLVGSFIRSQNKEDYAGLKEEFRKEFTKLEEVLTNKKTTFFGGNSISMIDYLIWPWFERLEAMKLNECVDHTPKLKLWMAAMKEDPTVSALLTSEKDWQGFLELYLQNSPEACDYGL
PAFAH1B2 FP inh = PAFAH1B2 (human) inhibition | 340,000 compounds, 1.2% hits | AID 492953 | recombinant PAFAH1B2, FP-rhodamine activity probe, fluorescence polarization | inhibition, % at 3.39 µM | P68402;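 active = inhibition above the mean of all tested compounds plus 3 SD, cut at about 24% in these data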;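 note: 0% = enzyme with DMSO and 100% = wells lacking PAFAH1B2; many of its hits are not listed in these tables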
Target sequence (P68402 whole entry, looked up): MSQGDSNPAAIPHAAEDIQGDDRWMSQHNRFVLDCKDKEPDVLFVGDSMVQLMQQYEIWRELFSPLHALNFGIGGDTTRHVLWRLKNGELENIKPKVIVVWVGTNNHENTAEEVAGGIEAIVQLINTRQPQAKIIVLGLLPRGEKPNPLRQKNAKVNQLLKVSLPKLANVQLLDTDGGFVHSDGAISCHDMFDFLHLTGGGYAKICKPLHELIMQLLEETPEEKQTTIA
PAFAH2 inh = inhibitors of human PAFAH2 | recombinant PAFAH2, FP-rhodamine activity probe, fluorescence polarization | inhibition, % at 3.39 µM | 340,000 compounds, 0.99% hits;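 active = inhibition above the mean over all tested compounds plus 3 SD, cut at about 30% in these data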;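 note: inhibitors block probe labeling of enzyme so polarization drops; 0% = enzyme with DMSO and 100% = wells lacking PAFAH2 protein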
PAD4 FP inh = inhibitors of human PAD4; 330,000 compounds, 0.41% hits; Q9UM07; AID 485272; recombinant PAD4, RCA probe fluorescence polarization; inhibition, % at 6.36 µM;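 active = percent inhibition above a cutoff equal to the mean of all tested compounds plus 3 SD, cut at about 15% in these data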;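 note: 0% = PAD4 with RCA probe and DMSO and 100% = probe without PAD4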
Starred values were filed as active, the others as inactive; nt = not tested or not shown. Some of the compounds tested (hit frequency here may not be typical).

nr	mol	LYPLA2 inh	LYPLA1 inh	PAFAH1B3 inh	pPAFAH FP inh	PREPL inh	GSTO1 inh	PAFAH1B2 FP inh	PAFAH2 inh	PAD4 FP inh
1	Cn1c(=O)c(=O)n(C)c2cc(N3CCOCC3)c(NS(=O)(=O)c3ccc(Br)cc3)cc21	12.7	3.1	4.6	5.5	14.9	-0.1	12.5	-3.1	-5.0
2	COc1cccc(C(=O)OCCN2CCCCC2)c1	-2.7	-2.3	7.1	6.1	-0.1	4.0	2.8	3.7	1.7
3	Cc1cccn2cc(CNc3ccccc3)nc12	-7.3	-0.7	8.9	4.6	-4.9	-5.3	-2.6	6.0	2.2
4	CCOc1ccccc1NC(=O)COC(=O)CN(C)S(=O)(=O)c1ccc(C)cc1	5.0	2.0	-0.4	14.7	33.1	3.8	0.1	-0.3	-2.5
5	C[C@H](CO)N1C[C@H](C)[C@@H](CN(C)S(=O)(=O)c2ccccc2)Oc2ccc(NC(=O)c3ccncc3)cc2C1=O	nt	nt	9.0	2.7	3.9	nt	6.4	2.3	-1.9
6	Cn1ncc(C(N)=O)c1NC(=S)NC(=O)c1ccc(Br)o1	6.2	2.0	14.8	4.0	2.8	-0.7	6.2	5.0	2.2
7	Cn1nc(-c2ccccc2)cc1NC(=O)CCCC(=O)O	1.9	4.3	13.6	-0.4	-2.5	-13.7	5.7	14.8	2.0
8	Cc1ccc(NC(=O)COc2ccccc2)c(NC(=O)c2ccccc2C)c1	2.6	2.8	5.1	1.0	-1.8	-4.5	4.0	-3.5	-3.4
9	COC(=O)c1ccccc1NC(=O)c1ccccc1N(C)S(C)(=O)=O	0.2	1.1	1.8	-0.1	19.2	2.1	-0.3	-3.9	2.1
10	CCn1cc(CN(C)S(=O)(=O)c2cccc([N+](=O)[O-])c2)cn1	-1.6	2.0	8.7	5.8	4.1	2.5	3.0	5.9	-2.1
11	CCOC(=O)c1ccc(-c2ccc3c(c2)CCC3)nc1C	-0.4	-1.0	8.4	2.9	-1.9	-6.1	3.2	2.5	-1.4
12	COc1cc(C)nc(N(Cc2ccccc2)S(=O)(=O)c2ccccc2)n1	1.9	2.3	-4.2	8.1	11.1	1.6	-0.4	-0.6	3.8
13	CC1=C(C(=O)Nc2ccccc2C(=O)NC2CCC(C)CC2)SCCO1 (centres undefined)	6.7	1.3	-3.0	6.6	3.9	-2.5	1.4	-5.7	3.2
14	Cc1ccc(-n2c(-c3ccncc3)nnc2-c2cccs2)cc1	-1.8	0.1	0.1	-2.2	1.4	1.6	0.2	0.8	2.2
15	CN1C(=O)CSc2ccc(NC(=O)NCCC3=CCCCC3)cc21	-7.1	-3.2	2.2	21.3	17.9	-10.0	1.6	12.2	4.7
16	O=C(NC1CCSc2ccccc21)c1ccc(F)c(S(=O)(=O)N2CCOCC2)c1 (centres undefined)	-10.3	-3.1	-16.1	3.7	13.1	-6.7	-1.3	0.4	-5.6
17	CCc1cc(=O)[nH]c(SCCc2ccccc2)n1	7.8	0.7	5.8	13.1	13.8	-3.6	10.5	7.8	0.7
18	O=C(Nc1cccc(-c2cccc(Cl)c2)c1)C1CCN(Cc2ccccn2)CC1	-5.1	-7.2	8.5	16.8	-19.1	3.7	5.2	4.4	-2.5
19	O=C(O)CC1Sc2ccccc2NC1=O (centres undefined)	11.8	3.6	6.4	0.6	10.3	-3.5	1.6	9.4	-7.8
20	O=C1C2Sc3[nH]c(=O)sc3C(c3ccccc3)C2C(=O)N1c1ccc(Cl)cc1 (centres undefined)	2.7	0.7	3.0	6.4	0.9	4.9	22.7	10.5	-4.4
21	CC1(C)Oc2ccc(/C=C/C(=O)N3CCOCC3)c(O)c2C(N2CCOCC2)C1O (centres undefined)	1.7	-1.4	nt	-2.4	1.8	-4.2	nt	nt	-1.0
22	Cc1cc(OC(C)C(=O)NCc2ccncc2)c2c(C)cc(=O)oc2c1 (centres undefined)	-4.4	-0.3	0.4	-2.8	17.1	8.4	5.7	-2.9	-0.6
23	COC(=O)[C@]1(Cc2ccccc2)N[C@H](CN(C)C(=O)COc2ccccc2)[C@@H]2C(=O)N(C)C(=O)[C@@H]21	nt	nt	10.0	0.9	14.4	nt	7.2	12.1	-2.0
24	CC(C)c1ccc(NC(=O)C2C3C=CC4(O3)C2C(=O)N(CCCN2CCCCC2)C4C(=O)NC2CCCCC2)cc1 (centres undefined)	0.6	0.5	3.2	0.7	17.4	6.6	3.2	3.3	-2.3
25	CC(=O)Nc1ccc(C(=O)CSc2nnc(Cn3nnc4ccccc43)n2C)cc1	-1.0	-0.9	13.7	0.9	-6.3	11.3	-1.1	0.4	-0.7

Whole records, quoted from the list. Order of values: LYPLA2 inh | LYPLA1 inh | PAFAH1B3 inh | pPAFAH FP inh | PREPL inh | GSTO1 inh | PAFAH1B2 FP inh | PAFAH2 inh | PAD4 FP inh
Record of `CCOc1ccccc1NC(=O)COC(=O)CN(C)S(=O)(=O)c1ccc(C)cc1` = 5.0 | 2.0 | -0.4 | 14.7 | 33.1 | 3.8 | 0.1 | -0.3 | -2.5
Record of `C[C@H](CO)N1C[C@H](C)[C@@H](CN(C)S(=O)(=O)c2ccccc2)Oc2ccc(NC(=O)c3ccncc3)cc2C1=O` = nt | nt | 9.0 | 2.7 | 3.9 | nt | 6.4 | 2.3 | -1.9

(more compounds)
nr	mol	LYPLA2 inh	LYPLA1 inh	PAFAH1B3 inh	pPAFAH FP inh	PREPL inh	GSTO1 inh	PAFAH1B2 FP inh	PAFAH2 inh	PAD4 FP inh
26	CSc1nnc(NC(=O)c2nc(S(=O)(=O)Cc3ccc(C)cc3)ncc2Cl)s1	-6.2	-4.2	7.8	3.0	-0.8	-6.4	7.1	0.7	-2.6
27	Cc1ccc(NC(=O)COC(=O)CCc2c[nH]c(=O)[nH]2)cc1	9.8	8.3	3.6	-4.8	8.2	-4.8	3.2	10.8	-4.6
28	CCC(=O)Nc1ccc(N2CCN(Cc3ccccc3)CC2)cc1	3.4	-0.6	-4.3	-2.2	-1.9	7.7	3.9	5.5	0.9
29	Nc1ncnc(Oc2ccccc2F)c1[N+](=O)[O-]	6.0	2.4	5.3	0.2	13.1	3.3	2.8	4.9	0.1
30	CC(C)(C)c1ccc2oc(=O)cc(-c3cccc(-c4ccc(C(F)(F)F)cc4)c3)c2c1	nt	nt	1.7	4.3	nt	nt	5.5	-4.1	-2.3
31	COc1ccc(C2CC(=O)C(C(c3ccc(O)cc3)C3C(=O)CC(c4ccc(OC)cc4)CC3=O)C(=O)C2)cc1 (centres undefined)	-4.1	-5.5	nt	5.8	12.1	21.9	nt	nt	-8.4
32	Nc1cccc2nsnc12	-6.4	-0.3	5.6	5.9	1.9	23.8	1.0	-0.7	-10.9
33	CC1CCCN(CCCNC(=O)C2CC(=O)N(c3ccc(F)c(Cl)c3)C2)C1 (centres undefined)	-6.7	-0.5	0.8	0.6	25.4	-9.2	1.8	2.5	-2.2
34	CC(=O)Nc1ccc(S(=O)(=O)NC(CC(=O)NCCC2=CCCCC2)C(C)C)cc1 (centres undefined)	6.7	4.2	4.1	6.5	1.1	9.4	9.7	0.4	-5.6
35	CCC(C(=O)NCCCc1ccccc1)n1nc(C)c2c(C)n(-c3ccccc3)nc2c1=O (centres undefined)	3.8	1.7	1.4	1.6	2.5	0.8	-2.4	6.7	-1.8
36	COc1ccc(S(=O)(=O)N2CCOCC2)cc1NC(=O)Cc1c(Cl)cccc1Cl	-3.7	-4.2	-2.5	-2.4	14.2	-4.6	-0.5	49.1*	0.9
37	CCOC(=O)c1sc(NC(=O)CSc2nncs2)c(C(=O)OCC)c1C	-3.0	-4.2	-3.1	8.5	-9.5	-7.9	0.6	6.4	-1.4
38	CN(c1ccc(C(=O)N2CCN(c3ccccc3F)CC2)cc1)S(=O)(=O)c1ccccc1	5.3	1.3	4.1	8.9	11.6	2.0	4.9	-5.0	-2.1
39	Cc1ccc(C2=N/C(=C\N(C)C)C(=O)O2)cc1	4.9	4.3	10.8	5.4	7.3	22.5	7.4	3.0	2.5
40	O=C(C1CCCO1)N1CCN(Cc2c(O)ccc3ccccc23)CC1 (centres undefined)	-2.1	-1.6	8.0	0.9	17.3	-1.5	9.9	1.5	0.5
41	Cc1ccc(OCC(=O)NNC(=O)Cc2ccc(S(=O)(=O)N3CCOCC3)s2)cc1	-3.8	-1.5	-0.2	4.6	12.4	5.9	6.5	12.3	-7.9
42	CC1(C)CC(=O)C2=C(C1)c1c(ccc3ccccc13)NC2c1ccc(Br)o1 (centres undefined)	-9.3	-7.3	8.1	8.9	10.9	-1.7	-0.9	4.0	-0.9
43	CC(=O)NC(Cc1cccc(F)c1)C(=O)NC1CCN(C(=O)Nc2ccccc2)CC1 (centres undefined)	-1.2	-3.3	4.0	1.0	-2.8	-0.6	3.1	6.6	-0.9
44	Cc1ccc(O)c(C(=O)CC(=O)c2cccc(F)c2)c1	-7.4	-8.8	7.0	3.4	-21.2	0.5	-1.5	-0.1	-1.1
45	CC1CCN(C(=O)c2ccccc2NC(=O)Nc2ccccc2)CC1	2.9	-0.7	-2.3	-1.3	16.7	-3.5	2.9	-1.1	-0.9
46	CCc1nc(SCC(=O)N2CCCc3ccccc32)c2oc3ccccc3c2n1	-7.1	-7.4	-3.3	-1.1	-26.7	-1.5	2.9	-3.7	-2.6
47	CC(C)CCOc1ccc(C(=O)NCC(c2ccco2)N(C)C)cc1 (centres undefined)	4.9	0.8	0.3	10.6	-3.7	2.1	-2.1	-1.4	5.7
48	CCCCOC(=O)Nc1nnc(CCOCC)s1	9.0	0.9	8.7	2.7	0.8	-4.6	6.2	0.1	-2.1
49	O=C(CCC(=O)OCC(=O)c1ccc(C(F)(F)F)cc1)OCC(=O)c1ccc(C(F)(F)F)cc1	0.5	-1.8	nt	0.9	3.9	4.5	nt	nt	0.7
50	CCn1c(=O)c(NC(=O)c2ccccc2)c2n(c1=S)CCCCC2	3.6	2.0	-0.7	-2.6	2.2	-0.7	-2.0	1.4	-5.1
51	COc1cccc(OC)c1C(=O)Nc1cccc(-n2cnnn2)c1	-3.0	-0.8	12.9	-4.5	7.1	11.0	-2.9	-11.3	-1.9
52	COc1ccc(N2CCN(C(=O)c3cccc(NC4=NC5CS(=O)(=O)CC5S4)c3)CC2)cc1 (centres undefined)	4.7	-1.3	8.8	5.6	0.9	-1.6	5.3	4.7	-6.1
